From PubChem BioAssay
M4 ag: agonists of human muscarinic M4 receptor (CHRM4). activation, % at 3 µM. AID 624127. CHO-K1 hM4/Gqi5, Fluo-8 calcium fluorescence; vehicle 0%, full acetylcholine response 100%. actives 0.14% (n = 360,000);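 active = activation above the run mean over all test wells plus 3 SD, cut at about 32% in these data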;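 note: peak over basal fluorescence ratio per well then scaled between controls; 0% = DMSO wells and 100% = acetylcholine at EC100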
Target sequence (P08173 whole entry, looked up): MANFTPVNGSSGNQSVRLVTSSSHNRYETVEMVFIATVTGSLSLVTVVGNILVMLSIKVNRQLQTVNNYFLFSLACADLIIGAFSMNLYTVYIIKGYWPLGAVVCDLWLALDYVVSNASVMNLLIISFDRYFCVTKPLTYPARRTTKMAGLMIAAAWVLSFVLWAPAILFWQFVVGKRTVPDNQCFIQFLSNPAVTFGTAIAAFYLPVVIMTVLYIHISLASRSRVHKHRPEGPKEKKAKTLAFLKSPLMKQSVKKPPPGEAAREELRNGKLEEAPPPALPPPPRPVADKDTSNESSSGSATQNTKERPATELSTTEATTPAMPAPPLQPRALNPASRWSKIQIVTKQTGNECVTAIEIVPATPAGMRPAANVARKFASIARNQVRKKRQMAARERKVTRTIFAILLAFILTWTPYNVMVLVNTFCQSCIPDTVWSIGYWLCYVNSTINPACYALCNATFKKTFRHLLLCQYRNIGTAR
M5 ag: agonists of human muscarinic M5 receptor (CHRM5) | CHO-K1 hM5 cells, Fluo-8 calcium fluorescence; 0% DMSO wells, 100% maximal acetylcholine response | activation, % at 3 µM | P08912 | actives 0.19% (n = 360,000);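 active = activation above the run's mean over test compounds plus 3 SD, cut at about 23% in these data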;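 note: signal is peak over basal fluorescence ratio across the kinetic read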
CHRM4 antagonist: CHRM4 antagonism in calcium assay. P08173. CHO-hM4 cells, ACh EC80, Fluo-8 calcium fluorescence. inhibition, % at 3 µM. actives 0.73% (n = 360,000). AID 624125;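 active = inhibition above its plate's cutoff, the mean inhibition of sample wells plus 3 SD, cut at about 27% in these data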;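 note: 0% = acetylcholine EC80 with DMSO and 100% = DMSO without agonist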
CHRM5 PAM: potentiates acetylcholine response at human M5 receptor; P08912; activation, % at 3 µM; actives 0.3% (n = 360,000); CHO-K1 hM5, Fluo-8 calcium, ACh EC20 PAM; 0% = ACh EC20, 100% = ACh EC100;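 active = activation above the run cutoff, the mean activation of all test compounds plus 3 SD, cut at about 18% in these data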
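System: CHO-K1 hM5 cells. Reagent: acetylcholine, EC20 level. Compound dosing: single dose, 3 µM nominal final test concentration. Timing: Post-acetylcholine fluorescence recording 140 s. Detection: Fluo-8 calcium fluorescence. Read-out: % activation, ACh-normalized. Benchmarks: ACh EC20 and EC100 wells. Repeats: singlicate, one well per test compound.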
M1 ag: agonists of human M1 muscarinic receptor. P11229. CHO-K1 hM1, Fluo-8 calcium fluorescence, agonist mode; 0% DMSO, 100% acetylcholine EC100. activation, % at 3 µM. actives 0.33% (n = 360,000). AID 588814;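 active = activation above the run's mean compound activation plus 3 SD, cut at about 16% in these data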;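 note: peak over basal fluorescence ratio within a 140 s kinetic read after compound addition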
M1 antag: antagonists of human M1 muscarinic receptor | inhibition, % at 3 µM | actives 1.3% (n = 360,000) | CHO-K1 hM1, Fluo-8 calcium fluorescence, ACh EC80 antagonist | AID 588852;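 active = percent inhibition above its own plate's cutoff, namely the mean of that plate's compound wells plus 3 SD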;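 note: peak over basal fluorescence ratio during 140 s after agonist addition; 0% = ACh EC80 plus DMSO and 100% = DMSO alone without agonist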
CHRM5 antagonist: blocks acetylcholine activation of human M5 receptor; P08912; CHO-hM5 cells, Fluo-8 calcium fluorescence, ACh EC80; inhibition, % at 3 µM; actives 0.59% (n = 360,000);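 active = inhibition above a per-plate cutoff, the mean of that plate's test compounds plus 3 SD, cut at about 27% in these data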;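 note: 0% = acetylcholine EC80 with DMSO and 100% = DMSO without agonist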
TAAR1 ag: agonists of human TAAR1; AID 624467; actives 0.99% (n = 360,000); CHO RD-HGA16 TAAR1, Fluo-8 calcium fluorescence; vehicle wells 0%, saturating PEA agonist 100%; Q96RJ0; activation, % at 3 µM;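 active = activation above the mean activation of all test compounds in the run plus 3 SD, cut at about 38% in these data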
Target sequence (Q96RJ0 whole entry, looked up): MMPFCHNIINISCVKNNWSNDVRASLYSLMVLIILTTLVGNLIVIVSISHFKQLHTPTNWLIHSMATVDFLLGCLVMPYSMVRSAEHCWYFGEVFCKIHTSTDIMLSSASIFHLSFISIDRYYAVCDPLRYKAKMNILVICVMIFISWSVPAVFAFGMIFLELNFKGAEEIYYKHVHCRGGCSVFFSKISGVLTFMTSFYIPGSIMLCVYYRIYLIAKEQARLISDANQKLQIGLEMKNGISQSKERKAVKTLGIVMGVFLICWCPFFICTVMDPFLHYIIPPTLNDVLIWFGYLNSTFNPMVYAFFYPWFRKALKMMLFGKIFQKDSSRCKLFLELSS
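Test system: RD-HGA16 (CHO) cells co-expressing Gα16 and hTAAR1; dosing: one-point dosing at 3 µM (nominal); timing: 17-24 h seeding, 75 min 37 °C dye, 30 min RT; signal: kinetic Fluo-8 calcium fluorescence; read-out basis: % activation relative to PEA EC100 response; controls: DMSO and PEA EC100; replicates: n 1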
M1 PAM: potentiates human M1 receptor response to acetylcholine; P11229; CHO-K1 hM1, Fluo-8 calcium fluorescence, ACh EC20; 0% = ACh EC20, 100% = maximal ACh; activation, % at 3 µM; actives 0.088% (n = 360,000); in the data active = activation above about 19%, passing the limit was not always enough
* marks the source's active call; other numbers are inactive results; nt = not tested or not shown. Only part of the results is shown; the hit share may differ from the screen's.

No.	canonical_smiles	M4 ag	M5 ag	CHRM4 antagonist	CHRM5 PAM	M1 ag	M1 antag	CHRM5 antagonist	TAAR1 ag	M1 PAM
1	CC1=CC(=O)C(C(C)=Nc2ccccc2Cl)C(=O)O1 (stereo unspecified)	1	1	0	3	-3	-13	-1	-3	11
2	O=C(Nc1cccnc1)c1ccc(Cl)c(S(=O)(=O)N2CCCCC2)c1	15	2	4	-5	1	0	6	6	-3
3	CC(=O)N1CCN(C(=O)c2ccco2)CC1	2	-1	-2	-4	-3	-1	16	4	0
4	CC(C)[C@H]1COCCS(=O)(=O)N1Cc1ccccc1F	0	2	-6	4	-4	-3	5	6	8
5	O=C(c1ccc2c(c1)OCO2)N1CCC(Cc2ccccc2)CC1	1	-2	-9	5	-1	-7	3	5	6
6	Cc1cc(Br)ccc1NC(=O)c1sc2ncn(CC(=O)N3CCN(c4ccccn4)CC3)c(=O)c2c1C	0	-5	-10	0	-4	-8	-10	1	1
7	Nc1nnc(-c2ccccc2[N+](=O)[O-])o1	1	-2	1	2	-1	-1	6	2	5
8	CC1=NCCN1S(=O)(=O)c1cc([N+](=O)[O-])ccc1Cl	1	-2	-10	-1	-4	-13	-4	0	13
9	O=C(c1cc(-c2ccccc2Cl)on1)N1CCN(C(=O)c2ccco2)CC1	1	1	-5	1	2	-44	-3	8	14
10	O=C(NCC(=O)N1CCCC1)c1ccccc1F	0	-2	-5	-1	-3	-3	3	0	6
11	CCc1c(C)nc2c(OC)cccc2c1SCCC(=O)O	0	-2	6	-4	-6	-6	9	9	9
12	C=CCn1c(SCC(C)=O)nc2sc3c(c2c1=O)CCC3	0	-1	-8	-2	-10	4	1	1	0
13	COC(=O)[C@@]12C[C@@H](CC(=O)NCCC(C)C)C(=O)N(Cc3ccco3)C1=CCC(C)(C)C2	5	-2	-10	-2	nt	nt	2	0	nt
14	CC(=O)Nc1ccc(C(=O)Cn2c3[n+](c4c(F)c(F)ccc42)CCCCC3)cc1	0	-3	-7	9	-7	14	3	13	4
15	O=C(CCN1CCN(c2ccccc2)CC1)NNC(=S)Nc1ccccc1Cl	2	1	-1	2	-5	7	6	4	0
16	Cc1ccc([N+](=O)[O-])cc1N(CC(=O)NCC1CCCO1)S(C)(=O)=O (stereo unspecified)	1	0	-6	3	-1	0	3	3	1
17	c1ccc(-c2nc(NC3CC3)nc(-n3ccnc3)n2)cc1	0	-4	3	-1	-7	-9	0	6	4
18	COc1ccc2c(=O)c3c(=O)n(CCc4ccccc4)c(C)nc3oc2c1	1	-1	10	-8	-4	-7	15	1	7
19	CC1Cc2cc(S(=O)(=O)N3CCC(C(=O)N(C)Cc4ccccc4)CC3)ccc2N1C(=O)C1CC1 (stereo unspecified)	5	21	12	-3	-2	5	-3	0	-3
20	COc1ccc(CCNC(=O)c2cccc(S(=O)(=O)N3CCc4ccccc4C3)c2)cc1	19	0	5	-34	1	0	4	8	1
21	O=C(O)CCCCCn1c(SCc2cc(=O)n3cc(Cl)ccc3n2)nc2ccsc2c1=O	0	1	9	-2	-4	14	6	1	-3
22	COc1ccc(-c2ccc(C(=O)Nc3cccc(C(C)=O)c3)c3occc23)c(C)c1	10	-2	20	-16	-2	17	14	0	-8
23	Cc1ccc(NC(=O)CN(C)C(=O)CCOc2ccccc2C)cc1	6	0	-21	-9	-1	0	-2	5	-2
24	O=[N+]([O-])c1ccc(N2CCN(c3ccccn3)CC2)c(Cl)c1	7	-1	-1	-7	-4	2	9	8	-5

Full records as entered above.
Shown for CC(=O)Nc1ccc(C(=O)Cn2c3[n+](c4c(F)c(F)ccc42)CCCCC3)cc1 → M4 ag = 0; M5 ag = -3; CHRM4 antagonist = -7; CHRM5 PAM = 9; M1 ag = -7; M1 antag = 14; CHRM5 antagonist = 3; TAAR1 ag = 13; M1 PAM = 4
Shown for O=C(c1ccc2c(c1)OCO2)N1CCC(Cc2ccccc2)CC1 → M4 ag = 1; M5 ag = -2; CHRM4 antagonist = -9; CHRM5 PAM = 5; M1 ag = -1; M1 antag = -7; CHRM5 antagonist = 3; TAAR1 ag = 5; M1 PAM = 6
Shown for COC(=O)[C@@]12C[C@@H](CC(=O)NCCC(C)C)C(=O)N(Cc3ccco3)C1=CCC(C)(C)C2 → M4 ag = 5; M5 ag = -2; CHRM4 antagonist = -10; CHRM5 PAM = -2; M1 ag = nt; M1 antag = nt; CHRM5 antagonist = 2; TAAR1 ag = 0; M1 PAM = nt

Going on with the list.
No.	canonical_smiles	M4 ag	M5 ag	CHRM4 antagonist	CHRM5 PAM	M1 ag	M1 antag	CHRM5 antagonist	TAAR1 ag	M1 PAM
25	COc1ccccc1-n1ccnc1SCC(=O)NCC1CCCO1 (stereo unspecified)	1	-1	2	5	-2	-3	-6	0	6
26	CCOC(=O)c1cnc2c(C#N)cnn2c1N	2	-1	2	-4	-3	-4	11	1	3
27	CCc1ccc2nc(N3C(=O)C(O)=C(C(=O)c4ccco4)C3c3cccs3)sc2c1 (stereo unspecified)	-1	1	-8	2	-4	15	-15	nt	-1
28	CCN(CC)CCCN=C(C)C1=C(O)c2ccccc2C1=O	0	1	0	2	-8	-4	1	1	4
29	COc1ccc(-c2c(-c3ccc(OC)c(F)c3)c3ccccc3n2C)cc1	1	0	-6	5	-3	-4	10	9	7
30	O=C(NCc1ccncc1)c1ccc(NS(=O)(=O)c2ccccc2)cc1	1	-6	2	-7	-5	4	17	1	2
31	CCc1cc2c(=O)c(-c3nc4ccccc4[nH]3)coc2cc1OC(=O)N1CCOCC1	1	-2	-3	0	-4	2	5	11	4
32	Clc1ccc(C2=CSC3=NCCN23)c(Cl)c1	1	-18	-11	-1	-7	0	-1	2	-2
33	O=C(NN=Cc1cc([N+](=O)[O-])ccc1O)c1cccc2ccccc12	0	1	-3	6	-3	-17	5	3	2
34	O=C(CC(=O)c1ccccc1)c1ccccc1	-1	2	-2	-3	-2	2	6	9	4
35	COc1ccc(NC(=S)N(CCO)Cc2ccccc2)cc1	0	0	-3	0	-5	8	6	nt	1
36	C[C@@H](C(=O)Nc1ccc2c(c1)OCO2)n1c(=O)[nH]c2ccccc2c1=O	1	0	-19	5	0	-26	-2	2	18
37	O=C(O)COc1ccc2oc3ccccc3c2c1	1	-1	-6	4	-3	5	-4	4	-1
38	CCCC(=O)NCCc1cc2c(C)ccc(C)c2[nH]c1=O	0	0	13	-5	-8	6	3	1	-7
39	Cc1ccc(S(=O)(=O)/N=C2\C=C(NS(=O)(=O)c3ccccc3)C(=O)c3ccccc32)cc1	0	2	-4	0	-2	-7	6	3	11
40	COc1ccccc1-c1cc(C(F)(F)F)nc(N2CCN(c3ccccc3)CC2)n1	0	0	6	1	-1	-4	3	2	2
41	COc1ccc(CCNC(=O)C(=O)NCCOc2ccccc2Cl)cc1OC	2	-3	5	-5	-4	7	11	-1	-7
42	S=C(NC1CCCCC1)NN1CCCCCC1	0	-10	11	-1	-9	-8	1	1	-3
43	CCc1ccc(NC(=O)c2nc(S(=O)(=O)Cc3ccccc3)ncc2Cl)cc1	3	-6	68*	-8	-5	31	20	-1	-12
44	O=C(O)c1ccc(NS(=O)(=O)/C=C/c2ccccc2)cc1	1	-3	0	2	-3	-28	-2	14	11
45	O=C(NCCCNc1ccc([N+](=O)[O-])cc1Cl)c1ccccc1F	1	-2	5	-6	-7	4	7	0	2
46	CCOCCCN(C)C1CCN(S(=O)(=O)c2csc(C(N)=O)c2)CC1	0	-9	-3	-2	-5	-8	12	1	0
47	O=C(O)CCCC(=O)Nc1ccc(Br)cc1	0	-2	-14	-5	-5	-9	-3	10	9
48	Nc1nc(-c2ccco2)nn1C(=O)c1cccnc1	1	0	0	8	6	-8	-4	5	7
49	COc1ccc(C(=O)N/N=C\c2coc3ccc(Cl)cc3c2=O)cc1	2	-3	10	0	-3	2	8	2	-1
50	COc1ccc(-c2csc(-n3ncc(C(=O)O)c3C(F)(F)F)n2)cc1	-1	-4	2	1	-6	-8	9	-1	9
51	Cc1ccc(-c2nnn(CC(=O)NC3CCCc4ccccc43)n2)cc1 (stereo unspecified)	0	-5	-3	6	2	-3	-7	11	7
52	Cc1ccc2nc(SCCC#N)nc(C)c2c1	0	-6	2	14	-4	-17	-4	4	6
53	Cc1cc(O)c(C=Nc2ccc(N3CCOCC3)cc2)c(C)c1Cl	3	4	-24	9	-2	-7	-25	0	-3
54	Cc1cccc(NC(=O)Nc2c(C)n(C)n(-c3ccccc3)c2=O)c1C	0	-5	9	-3	-3	-8	16	0	4
55	COC(=O)[C@]1(CC(C)C)N[C@H](c2ccc(SC3CCCCC3)c(OC)c2)[C@@H]2C(=O)N(C)C(=O)[C@@H]21	1	0	4	4	-3	4	1	0	-4
56	CCN(C(=O)c1cc2c(s1)-c1ccccc1S(=O)(=O)C2)c1cc(OC)ccc1OC	2	11	6	-10	4	-6	-3	1	3
57	O=C1C=C(c2ccccc2)C[C@@H](c2ccc(Cl)cc2)C1	0	-2	-5	-8	-6	-2	-8	9	-1
58	COc1ccc(/C(N)=N/OC(=O)c2cc(-c3ccccc3)nc3ccccc23)cc1	1	-3	-1	-5	-5	-8	2	13	12
59	CCN(CC(=O)Nc1ccc2c(c1)OCCO2)S(=O)(=O)c1cccs1	4	1	10	-5	-1	-19	-2	11	4
